# TSG101-PTAP inh = blocks PTAP/TSG101 interaction to inhibit HIV-1 budding; Q99816; Fluorescence polarization, FITC-PTAP peptide / Tsg101 binding; Potency, µM (series often up to 115 µM), inactives show at the top dose activity change, negative = inhibition, usual class: inhibitors; 340,000 tested, under 10 active; active = well fitted inhibition curve with a large enough effect in the main read-out, with a control signal flat, not every such curve was filed as active; inconclusive = small, poorly fitted or top-dose-only effect, or effect the other way, or a change in a side signal; inactive = no such curve, though single readings can be large or run the other way; note: potency is the fitted concentration of half-maximal effect; % of control where 0% means no effect
# Target sequence (Q99816 whole entry, looked up): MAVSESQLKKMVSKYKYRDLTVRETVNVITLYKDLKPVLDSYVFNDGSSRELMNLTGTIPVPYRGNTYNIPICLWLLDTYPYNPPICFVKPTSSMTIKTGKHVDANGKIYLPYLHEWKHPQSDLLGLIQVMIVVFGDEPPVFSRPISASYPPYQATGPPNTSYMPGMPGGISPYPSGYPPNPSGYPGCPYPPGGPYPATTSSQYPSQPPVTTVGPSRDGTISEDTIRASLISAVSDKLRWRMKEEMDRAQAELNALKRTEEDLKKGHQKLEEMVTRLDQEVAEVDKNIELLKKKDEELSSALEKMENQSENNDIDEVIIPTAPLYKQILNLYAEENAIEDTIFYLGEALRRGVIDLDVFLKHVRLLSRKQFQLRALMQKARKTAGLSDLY
#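 Tsg101 binding domain (10 uM final) was mixed with compound and a FITC-labeled PTAP peptide (50 nM final) in HEPES pH 7.5 buffer with NaCl, Tween 20, EDTA and TCEP; fluorescence polarization was read after 20 min at r.t.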
# CXXC DNA block = MLL CXXC-DNA interaction inhibition | Q03164 | MLL-CXXC / FITC-HOXA9 DNA fluorescence polarization | Potency, µM (doses to about 115 µM), for the others: top-dose activity change, negative = inhibition, actives largely listed as inhibitors | actives 0.037% (n = 290,000); active = well fitted inhibition curve with a large enough effect in the polarisation, with a control signal flat, not every such curve was filed as active; inconclusive = small, poorly fitted or top-dose-only effect, or effect the other way, or a change in a side signal; inactive = no such curve, though single readings can be large or run the other way; the % refers to the polarisation; note: potency is the fitted concentration of half-maximal effect
#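 Steps: dispense CXXC domain solution (7 uM) → pin compounds or unlabeled HOX-A9 DNA control → 5 min ambient → add FLSN-HOX-A9 solution (50 nM) → spin → 30 min ambient → fluorescence polarization. Tris pH 7.5/NaCl/DTT/BSA buffer.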
# Menin-MLL TR inh = displaces Texas Red mutant MLL peptide from human menin; O00255; Menin + Texas Red MLL mutant peptide, fluorescence polarization; Potency, µM (doses to about 61.6 µM), inactives show at the highest dose FP activity change, negative = inhibition, most hits filed as inhibitors; actives 0.23% (n = 270,000); AID 1768; active = well fitted inhibition curve with a large enough effect in the polarisation, with a control signal flat, not every such curve was filed as active; inconclusive = small, poorly fitted or top-dose-only effect, or effect the other way, or a change in a side signal; inactive = no such curve, though single readings can be large or run the other way; the % refers to the polarisation; note: potency is the fitted concentration of half-maximal effect; % of control where 0% means no effect; many of its hits are not listed in these tables
# Target sequence (O00255 whole entry, looked up): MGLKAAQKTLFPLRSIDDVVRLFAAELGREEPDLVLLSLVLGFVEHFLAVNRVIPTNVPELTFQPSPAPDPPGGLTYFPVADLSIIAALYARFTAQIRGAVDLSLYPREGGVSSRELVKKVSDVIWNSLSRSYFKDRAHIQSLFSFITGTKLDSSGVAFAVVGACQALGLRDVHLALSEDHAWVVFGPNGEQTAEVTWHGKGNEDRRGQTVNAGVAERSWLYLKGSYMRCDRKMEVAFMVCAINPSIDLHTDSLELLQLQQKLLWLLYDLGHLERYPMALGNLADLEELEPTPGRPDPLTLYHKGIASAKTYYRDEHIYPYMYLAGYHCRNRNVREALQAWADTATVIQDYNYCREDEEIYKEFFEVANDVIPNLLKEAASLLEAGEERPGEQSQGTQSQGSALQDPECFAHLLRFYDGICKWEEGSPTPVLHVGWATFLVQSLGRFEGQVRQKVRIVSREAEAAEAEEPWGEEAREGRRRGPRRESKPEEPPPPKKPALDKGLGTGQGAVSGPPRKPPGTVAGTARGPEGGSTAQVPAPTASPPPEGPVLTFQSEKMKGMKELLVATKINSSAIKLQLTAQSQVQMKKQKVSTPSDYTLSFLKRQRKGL
# Mito fusion act = blocks mitochondrial division or promotes mitochondrial fusion; Potency, µM (top dose mostly 46.1 µM), for inactives: top-dose growth rescue (activation), most hits filed as activators; actives 0.23% (n = 320,000); S. cerevisiae fusion-defective mutant growth rescue, CellTiterGlo 48 h;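 note: potency is the fitted concentration of half-maximal effect; % of control where 0% means no effect; nearly all actives have a fitted effect of over 45% in size; temperature-sensitive fusion mutants such as fzo1-1 at 37 °C on non-fermentable ethanol glycerol medium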
#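 Compounds are tested for their ability to restore growth of mitochondrial fusion-defective yeast strains at non-permissive 37C in YPEG medium over 48 hours. Viability is quantified by luciferase luminescence.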
# Integrin act MD = integrin-mediated muscular dystrophy alleviation activation; alpha7betagal myoblasts, beta-gal FDG fluorescence, 48 h; Potency, µM (top dose mostly 38.3 µM), for the others: at the highest dose activation, hits mostly activators; actives 0.064% (n = 350,000);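 note: potency is the fitted concentration of half-maximal effect; 100% = response of the positive control SU9516; nearly all actives have a fitted effect of over 60% in size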
#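 Alpha7betagal+/- myoblasts (passage 13) were plated 16-24 hr, then exposed to compounds (1:260 dilution of DMSO stock) for 48 hours at 37C. After MPER lysis, β-galactosidase reporter activity was read as FDG fluorescence (ex 480/em 540) after 30 minutes.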
# TSHR antag = antagonists of human thyroid stimulating hormone receptor; AID 504810; activity change, negative = inhibition, % at 11.5 µM; TSHR-expressing cells, TSH-stimulated cAMP HTRF, 2 h; stronger effect = lower value; actives 0.2% (n = 330,000); P16473;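 active = activity change below a set negative limit, meaning inhibition stronger than a set level, cut at about -70% in these data; inconclusive = activity change between two set negative limits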; note: % is set by controls: 0 for no effect and ±100 for the full control effect
#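 TSHR-expressing cells, 200/well, pre-treated with compound, then stimulated with EC80 TSH (4nM final) for 2 hours at 37 deg C. cAMP measured by competitive HTRF: anti-cAMP cryptate antibody in lysis buffer plus cAMP-d2, read after 30 minutes at room temperature.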
# S-ASM inh = blocks human secretory acid sphingomyelinase | placental ASM, HMU-PC fluorogenic substrate, 60 min | P17405 | actives 0.006% (n = 340,000) | Potency, µM (doses to about 57.5 µM), for inactives: at the highest dose activity change, negative = inhibition, usual class: inhibitors; note: potency is the fitted concentration of half-maximal effect
#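 Steps: dispense placental human ASM, pin compound, wait 10 min at room temperature, add HMU-PC0 substrate at 9 uM final, incubate 60 min at 37 °C, add stop solution raising pH to 10, read fluorescence.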
# AT treatment = candidate therapy for ataxia-telangiectasia; […] A-T fibroblasts, KAP-1 phosphorylation AlphaLISA; neocarzinostatin DNA damage 30 min before lysis; Potency, µM (titrated, usually from 57.5 µM), for inactives: top-dose activation, most hits filed as activators; actives 0.19% (n = 320,000); note: potency is the fitted concentration of half-maximal effect; % of control where 0% means no effect; nearly all actives have a fitted effect of over 45% in size
#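 ATM-like activity read as KAP-1 phosphorylation via AlphaLISA donor/acceptor antibody pairs after lysis and 6 hr at 25C. Cells were ATM-null patient fibroblasts ([…], hTERT), dosed 60 min, then exposed to the DSB inducer NCS for 30 min.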
# TCR activator = activators of T cell receptors | Potency, µM (titrated, usually from 9.22 µM), for the others: at the top dose activation of IL-2 secretion, actives largely listed as activators | 330,000 tested, under 10 active | primary human leukocytes, anti-CD3, IL-2 HTRF, 48 h; note: % of control where 0% means no effect
#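 48 hr co-incubation of compounds, a-CD3 beads and primary human leukocytes; IL-2 quantified homogeneously by HTRF with anti-IL-2 K and d2 conjugates.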
# MBNL1 CUG block = inhibitors of human MBNL1 binding to CUG repeat RNA | Q9NR56 | TR-FRET MBNL1-His/biotin-(CUG)12 binding, 665/545 ratio | Potency, µM (doses to about 57.5 µM), for inactives: at the highest dose activity change, negative = inhibition, actives largely listed as inhibitors | actives 0.036% (n = 280,000) | AID 2675; active = well fitted inhibition curve with a large enough effect in the signal ratio, with a control signal flat, not every such curve was filed as active; inconclusive = small, poorly fitted or top-dose-only effect, or effect the other way, or a change in a side signal; inactive = no such curve, though single readings can be large or run the other way; the % refers to the signal ratio; note: potency is the fitted concentration of half-maximal effect; % is set by controls: 0 for no effect and ±100 for the full control effect
#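 MBNL1-His + Biotin-(CUG)12, cpd titration 92 nM–58 uM; Tb anti-His Ab 0.055 ng/ul, SA-XL665 5 nM (final); 60 min RT; ratiometric 665/545 nm, Ex 340 nm; normalized to buffer and full-complex controls.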
# Starred values were filed as active, the others as inactive; ? = inconclusive; . = no result given; [ ] = another dose, or the depositor's remark. Unless noted, calls come from the whole dose curve; as a rule, active = well fitted curve in the direction sought with a large enough effect; inconclusive = small, poorly fitted or top-dose-only effect, or another doubt; inactive = no such curve, though single readings can be large; an effect the other way counts as inactive or inconclusive. Some of the compounds tested, so the mix of outcomes need not match the whole.
SMILES,TSG101-PTAP inh,CXXC DNA block,Menin-MLL TR inh,Mito fusion act,Integrin act MD,TSHR antag,S-ASM inh,AT treatment,TCR activator,MBNL1 CUG block
CCOC(=O)N1CCN(C(=O)/C(=C/c2cccs2)NC(=O)c2ccc(OC)c(OC)c2)CC1,3%,-4%,.,-4%,?,7,-4%,-1%,-10%,9%
O=C(CSc1nnc2ccccn12)NC(=O)c1cccc([N+](=O)[O-])c1,-3%,.,.,.,0%,-1,-1%,1%,3%,.
NS(=O)(=O)c1ccc(CCNS(=O)(=O)c2ccc(Cl)nc2)cc1,-1%,-7%,.,2%,21%,0,1%,0%,-6%,-6%
COc1ccc(/C=C2/SC(=O)N(CC(=O)Nc3cc(C)on3)C2=O)cc1OC,0%,13%,-1%,-8%,-9%,9,8%,0%,-7%[46.1 µM],13%
Cc1nc(SCC(=O)Nc2ccccc2C(F)(F)F)c(C#N)c(C)c1CC(=O)c1ccc(Br)cc1,.,19%,4%,-1%,.,6,.,1%,.,3%
C=C(C)CN(CC)C(=O)CCc1nnc(CCCc2ccccc2)o1,-3%,3%,0%,2%,-1%,2,3%,1%,-11%,-3%
CCNc1nc(Oc2ccc(=O)n(-c3ccccc3)n2)nc(N(C)C)n1,-7%,4%,-11%,11%,-21%,29,-2%,-1%,-3%,11%
COc1ccc(Cl)cc1NC(=O)CCN1C(=O)C2CC=CCC2C1=O (stereo not drawn),-1%,-3%,.,-1%,-22%,-17,0%,11%,1%,-5%
COc1ccc(NC(=O)C2CCCN(c3cnccn3)C2)c(OC)c1 (stereo not drawn),-3%,-10%,-22%,.,-14%,6,4%,4%,-1%,-2%
Cc1ccc(Cl)cc1N1CCN(S(C)(=O)=O)CC1,-9%,9%,.,4%,-16%,-1,-3%,6%,1%,-3%
CCc1ccccc1NC(=O)N1C2CCCC1CC(NC(C)=O)C2 (stereo not drawn),-5%,6%,-10%,1%,13%,-8,0%,-1%,.,-2%
Fc1ccc(CSc2ccc3nnc(-c4cccs4)n3n2)cc1,0%,17%,3%,0%,18%,0,2%,2%,0%[46.1 µM],3%
Cc1c(C(=O)OC2CCCCC2)[nH]c2c1C(=O)CC(C)(C)C2,-2%,-1%,-8%,-2%,12%,.,1%,.,-2%,1%
CCOc1cc(CNn2nnnc2N)ccc1OCC(=O)NC(C)(C)C,-1%,-4%,-2%,-1%,20%[7.66 µM],-11,5%,.,0%[46.1 µM],-17%
CC1CN(c2ccc(NC(=O)c3ccco3)cc2C(=O)O)CC(C)O1 (stereo not drawn),-4%,4%,.,-1%,13%,3,0%,-1%,7%,-3%
Cc1occc1C(=O)Nc1cc(=O)n(C)c(=O)n1C,-8%,4%,-9%,-3%,-10%,-6,0%,3%,-28%,10%
CC12CCC=CC1=C(C=O)C1C2CCC2(C)C(O)CCC12 (stereo not drawn),-2%,.,.,.,3%,.,0%,.,-4%,.
O=C1CCC(c2ccccc2)(c2ccccc2)CC1,0%,-2%,?,24%,14%,-5,-1%,5%,5%,3%
CCCOc1ccc(C(CC(=O)O)NC(=O)CC(c2ccccc2)c2ccccc2)cc1 (stereo not drawn),-6%,-8%,20%,8%,-1%,1,1%,3%,0%,-7%
CCOc1ccc(S(=O)(=O)NCc2cccnc2)cc1NC(=O)c1ccccc1,1%,.,.,.,0%,.,0%,.,1%,.
CN(c1ncc(C(F)(F)F)cc1Cl)n1cc(C(N)=O)c2ccccc2c1=O,1%,-7%,6%,-1%,-10%,2,-3%,.,2%,-4%
O=C(NCCN1C(=O)S/C(=C\c2ccc(Cl)cc2)C1=O)c1ccc(F)c(S(=O)(=O)N2CCOCC2)c1,2%,0%,-1%,-1%,-55%[inhibitor],1,-1%,-16%,-5%[46.1 µM],1%
CN(C)c1ccc(/C=N/NC(=O)C(O)c2ccc(Br)cc2)cc1 (stereo not drawn),-6%,-5%,12%,-3%,16%,-2,340%[activator],5%,4%,6%
CCC(=O)Nc1ccc(C(=O)N2CCN(C(=O)c3ccco3)CC2)cc1,-5%,16%,-2%,1%,1%,7,4%,0%,-1%,-9%
Cc1c(Cl)ccc2c1NC(=O)C21NC(CCC(N)=O)[C@H]2C(=O)N(c3ccc(Cl)cc3)C(=O)[C@H]21 (stereo partly drawn),-6%,4%,6%[11.7 µM],-3%,3%,-1,3%,7%,4%,-8%
O=C(Cc1ccon1)c1ccc(O)cc1O,-5%,11%,-13%,-6%,-19%,8,1%,3%,-3%,-2%
COc1cccc(C2C(C#N)=C(N)N(N(C)C)C3=C2C(=O)CC(C)(C)C3)c1 (stereo not drawn),-6%,15%,-1%,-6%,17%,-9,4%,1%,-7%,3%
COc1ccc(N2CC(C(=O)Nc3nnc(SCc4cccnc4)s3)CC2=O)cc1 (stereo not drawn),-2%,2%,.,-1%,-24%,-4,0%,-25%,-1%,-3%
COc1ccc(Nc2ccc(N3C(=O)CC(C)C3=O)cc2[N+](=O)[O-])cn1 (stereo not drawn),3%,10%,-15%,3%,4%,7,-2%,-7%,4%,?
Cc1cc(=O)oc2cc(OCC(=O)Nc3nnc(CC(C)C)s3)ccc12,-3%,42%[activator],1%,-2%,13%,-22,24%,-10%,5%,4%
CC(C)(C)C(=O)CSc1nnc(Nc2ccccc2)s1,-1%,0%,-1%,3%,?,2,-2%,3%,-1%,-7%
Cc1noc(NS(=O)(=O)c2ccc(NC(=O)C(Cl)(Cl)Cl)cc2)c1C,-1%,-2%,16%,0%,0%,-13,3%,-3%,3%,0%
CC1CN(C(=O)C(C)OC(=O)c2ccc3ncsc3c2)CC(C)O1 (stereo not drawn),-6%,.,.,-2%,21%,-5,-1%,-10%,.,.
COc1ccc(Oc2c(OC)cc([N+](=O)[O-])c3ncccc23)cc1,2%,.,.,.,-27%,.,-7%,.,5%,.
CC(C)CCNC(=O)C(=O)NCc1ccccc1,0%,5%,.,-3%,-36%,20,5%,-4%,-2%,-13%
N=c1ccn(Cc2c(Cl)cccc2Cl)cc1,-2%,7%,.,1%,-60%[inhibitor],-6,1%,-15%,1%,-7%
CCN(CC)c1ccc(C(=O)NN)cc1,-1%,8%,-5%,0%,18%,-1,12%,4%,4%,4%
O=C(NCc1ccccc1F)c1cccc(S(=O)(=O)NCc2ccccc2)c1,0%,1%,.,1%,4%,7,2%,1%,-8%,-3%
CCC(C)(C)C1CCc2c(sc(NC(=O)c3cccs3)c2C(N)=O)C1 (stereo not drawn),-2%,11%,8%,-2%,15%,3,88%[activator],6%,4%,-1%
FC(F)Sc1ccc(NC2=NCCCCC2)cc1,1%,-4%,-2%,11%,30%,1,3%,-20%,-5%,1%
COc1ccc(C[C@H]2CN3C(=NC[C@@H]3C(C)C)N2C[C@H](C)NC(=O)c2ccc(C)c(Br)c2)cc1,-1%,2%,?,2%,-52%[inhibitor],2,6%,10%,2%,-6%
Cc1c(Cl)cccc1NC(=O)CSc1nnc(CCNC(=O)OC(C)(C)C)o1,-2%,-13%,4%,-2%,-18%,-7,2%,3%,2%,-15%
CC(C(=O)Nc1ccc2c(c1)OCCO2)N(C)Cc1c(F)cccc1Cl (stereo not drawn),-1%,-23%,-23%,-3%,-25%,-15,-1%,7%,-6%,.
CC(=O)N/C(=C\c1ccccc1)C(=O)OCC(=O)N(C)C1CCCCC1,-1%,-11%,-16%,-1%,-10%,-4,9%,2%,1%[46.1 µM],8%
COc1cc(OC)cc(-c2cc(N)n(S(=O)(=O)c3cccc4nsnc34)n2)c1,-4%,1%,.,6%,31%,6,-5%,-7%,0%,?
COc1cc(/C(C)=N/N2CCN(Cc3ccc(C)cc3)CC2)ccc1O,-6%,9%,12%,2%,10%,4,4%,-28%,8%,-6%
c1ccc(Oc2ccc(-c3ccnc4nc(N5CCOCC5)nn34)cc2)cc1,-2%,11%,?,-3%,4%,-17,321%[activator],1%,0%,17%
O=C(COc1ccc(Br)cc1)Nc1ccccc1C(=O)NC1CC1,0%,.,.,5%,-35%,-6,1%,-7%,2%,.
CCN(CC)CCCNC(=O)Cn1ncc2c(=O)oc3ccc(C)cc3c21,-6%,14%,3%,-1%,-18%,5,-2%,0%,14%,4%
Cc1ccc2nc(-c3ccc(NC(=S)NC(=O)CC(C)C)cc3)sc2c1,-5%,18%,3%,-1%,6%,-1,14%,-3%,.,?
Clc1ccccc1C1CC(c2ccccc2)=Nc2ccccc2N1 (stereo not drawn),?,-5%,.,7%,?,16,-15%,3%,2%,.

# Bioassay records (PubChem BioAssay)
